S3 lipid droplet: qHTS Assay for Lipid Storage Modulators in Drosophila S3 Cells; Drosophila S3 cells, BODIPY lipid droplet fluorescence, 18-24 h; cells fed with added oleic acid; Potency in µM for hits, for the others lipid storage change, negative = inhibition, % at the top dose, mostly 46.1 µM; hit rate 0.64% among 320,000; active = well fitted inhibition curve with a large enough effect in the signal ratio, with a control signal flat, not every such curve was filed as active; inconclusive = small, poorly fitted or top-dose-only effect, or effect the other way, or a change in a side signal; the % refers to the signal ratio
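Drosophila S3 cells loaded with oleic acid (400 uM, as added) and compounds at several concentrations; lipid droplets imaged by 488-nm laser-scanning cytometry, 500–530 nm intensity and object ratio to cell channel. Percent activity normalized to 20 uM Triacsin C.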
S3 lipid droplet cell count max: second read-out of S3 lipid droplet, no call of its own (marks repeat the call); cell number change, %; measured here: cell count max response;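 cells counted by Cell Tracker Red CMTPX staining in the red channel; peak over a dose series mostly up to 46.1 µM; percent activity relative to internal control wells on each plate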
Numbers without * were called inactive; i = inactive; ? = inconclusive; / = no result given. % is scaled to controls: 0 for no effect and ±100 for the full control effect; potency is read from the fitted curve at half-maximal effect. Some of the compounds tested. The share of hits here may be higher or lower than overall.

Order of values: S3 lipid droplet	S3 lipid droplet cell count max
CC(C)CCn1c(Br)nc2c1c(=O)n(CC(N)=O)c(=O)n2C
→ ?	/
Cn1c(-c2ccc([N+](=O)[O-])cc2)nc2ccccc21
→ ?	/
CC(=O)Oc1ccc(NC(=O)CSc2ccccc2)cc1
→ i	-18.3
O=S1(=O)C=C(Sc2nc3ccccc3s2)c2ccccc21
→ ?	/
Cc1nc2n[nH]c(N)c2c2c1CCCC2
→ -10.9%	4.3
Cc1cccc(Oc2sc(C(=O)c3ccccc3)c(N)c2C#N)c1
→ -8.9%	-17.4
Cc1c(Cl)c([N+](=O)[O-])nn1CCCC(=O)NC1CCCCC1
→ -2.9%	5.7
CCN(CC)C(=O)CSc1nnc(COc2ccccc2)n1CC
→ i	5.6
O=C(/C=C/NNC(=O)c1ccc(Cl)cc1)c1ccccc1
→ ?	/
COc1ccc(S(=O)(=O)Nc2nccs2)cc1OC
→ 26.8%	-2.0
COc1cc(/C=N/n2c(-c3n[nH]c4c3CCC4)n[nH]c2=S)cc(OC)c1O
→ 1.9%	-4.2
CC(C)c1ccc(NC2CCCN(C(=O)c3ccco3)C2)cc1 (stereo not given)
→ ?	/
COc1ccc(C(C(=O)NC2CCCCC2)N(C(=O)Cc2c[nH]c3ccccc23)c2ccccc2C)cc1OC (stereo not given)
→ 18.2%	/
CC1Cc2ccccc2N1S(=O)(=O)c1cccc2nsnc12 (stereo not given)
→ i	12.2
NC(=O)C1(N2CCCCC2)CCN(Cc2nc3ccccc3c(=O)[nH]2)CC1
→ ?	/

Continued:
Order of values: S3 lipid droplet	S3 lipid droplet cell count max
COc1ccc(OC)c(-c2cn(S(=O)(=O)c3ccccc3)nc2N)c1
→ ?	/
CCOC(=O)c1[nH]c2ccc(OCC)cc2c1CCCN1C(=O)c2ccccc2C1=O
→ ?	/
CCn1nc(C(=O)N2CCN(Cc3nc4ccccc4s3)CC2)c2ccccc2c1=O
→ ?	/
O=C(Nc1cccc(S(=O)(=O)C(F)F)c1)c1ccc(S(=O)(=O)N2CCCC2)cc1
→ 0.0%	-6.3
CCOC(=O)C1C(=O)C=C(C)C(C(=O)OCC)C1c1ccc(OC)cc1 (stereo not given)
→ 31.0%	5.4
Cc1ccc(C2=NOC(=O)/C2=C\c2ccc(C)o2)cc1
→ ?	/
COC(=O)c1oc2ccc(OC)cc2c1N
→ -3.6%	-14.9
COc1ccc(OC)c2sc(NC(=O)C(C)C)nc12
→ ?	/
COC(=O)[C@@]1(Cc2ccc(F)cc2)[C@H]2c3cc(C(=O)N4CCCC4)n(CCCNc4ncc(C(F)(F)F)cc4Cl)c3C[C@H]2CN1C(=O)c1ccccc1
→ ?	/
Cc1nnc(C)n1/N=C/c1cc(Br)cc(Br)c1O
→ ?	/
O=C(COc1ccc(Br)cc1Br)NC1CCCC1
→ ?	/
CCC(Oc1ccccc1)C(=O)Nc1ccc(S(=O)(=O)Nc2cc(C)on2)cc1 (stereo not given)
→ ?	/
O=C(O)CSCc1nc2cccnc2n1C1CCCCC1
→ -24.3%	-9.9
CSc1nnc(-c2cc(-c3ccc(C)cc3)nc3ccccc23)o1
→ 8.9%	2.7
Cc1ccc(C2=NN(C(=O)CSc3nc(N)cc(N)n3)C(c3ccco3)C2)cc1 (stereo not given)
→ 21.5%	0.1

Going on with the list.
Order of values: S3 lipid droplet	S3 lipid droplet cell count max
CC(CNCc1ccc2c(c1)OCO2)NCc1ccc2c(c1)OCO2 (stereo not given)
→ ?	/
Cc1ccc(-c2cnc(C3CC3)o2)cc1S(=O)(=O)Nc1ccccc1
→ i	-20.9
CCCCSc1nc(C)cc(SCC(=O)N/N=C/c2ccccc2)n1
→ 0.1%	-24.8
CN(C#N)c1nccc(-c2cccs2)n1
→ ?	/
COc1ccc(C(=O)c2ccc(N3CCOCC3)cc2)c(OC)c1
→ -15.3%	-14.9
CC(C)(C)C(=O)/C=c1\s/c(=C\c2ccc(-c3ccc([N+](=O)[O-])cc3)o2)c(=O)n1CC(=O)NC(N)=O
→ 1.03µM*	-31.4*
CCOC(=O)c1ccc(CN(Cc2ccccc2)S(=O)(=O)c2cccc([N+](=O)[O-])c2)cc1
→ 2.6%	20.8
Clc1ccccc1CSc1ncn(-c2ccccc2)n1
→ ?	/
N#Cc1c(NC(=O)CSc2nc(-c3ccco3)cc(C(F)(F)F)n2)sc2c1CCCC2
→ ?	/
COc1ccc(Cn2c(SCc3ccc(C)cc3)nc3cc(OC)c(OC)cc3c2=N)cc1Cl
→ ?	/
CCc1ccccc1NC(=O)C1=CC(c2cccs2)=NS(=O)(=O)N1C
→ ?	/
S=C(NCc1ccco1)N1CCN(c2nc(-c3ccccc3)cs2)CC1
→ 12.0%	6.1
NC(=O)CSCc1nc2ccccc2s1
→ i	/
ClC(/C=N/n1cnnc1)=C/c1ccccc1
→ -1.0%	12.3
COc1ccc(OC)c(NC(=O)Cn2cnc3c(cnn3-c3ccccc3)c2=O)c1
→ -0.2%	-7.2

The list continues.
Order of values: S3 lipid droplet	S3 lipid droplet cell count max
COc1ccccc1NC(=O)CNC(=O)Cn1c(C)cc2ccccc2c1=O
→ ?	/
COc1ccc(CNC(=S)N2CCN(Cc3ccccc3)CC2)cc1
→ ?	/
Nn1c(SCC(=O)NC2CCCCC2)nnc1C1CC1
→ ?	/
COc1ccc(NC(=O)Nc2cc(NC(=O)Nc3ccc(OC)cc3)c(C)nc2C)cc1
→ ?	/
Cc1ccc(S(=O)(=O)N2CC(O)CC2C(=O)Nc2ccc3c(c2)CCC3)cc1 (stereo not given)
→ ?	/
Cc1cc(C)cc(N(CCC(=O)O)S(=O)(=O)c2ccc3ccccc3c2)c1
→ ?	/
C=CCOC(=O)CCCC(=O)NC1CCCCC1
→ ?	/
S=C(Nc1ccc(Cl)cc1)NN1CCOCC1
→ -0.7%	-1.3
CCOC(=O)c1cc(NC(=O)CC(C)(C)CC(=O)O)ccc1N1CCCCC1
→ ?	/
O=C(O)c1ccccc1N(Cc1ccccc1)C(=O)COc1ccccc1
→ 7.3%	5.8
O=C(NCc1cccnc1)/C(=C/c1ccco1)NC(=O)c1ccccc1
→ ?	/
CN(C(=O)c1ccc2c(c1)CCN2S(C)(=O)=O)c1ccccc1
→ ?	/
Cc1ccc(S(=O)(=O)N2CCCC2C(=O)OCc2ccccc2)cc1 (stereo not given)
→ -6.7%	-17.1
COc1ccc(NS(=O)(=O)c2ccc(NC(=O)C3CCCO3)cc2)cc1 (stereo not given)
→ i	-21.2
Cc1ccc(O)c(NC(=S)NC(=O)C(C)C)c1
→ 4.7%	12.3

The listing continues.
Order of values: S3 lipid droplet	S3 lipid droplet cell count max
COC(=O)/C(=C/c1c[nH]c2ccccc12)NC(C)=O
→ -0.2%	0.1
C=CCN1C(=O)CSC1=Nc1cccc(O)c1
→ i	/
O=C(O)c1cncc(Br)c1
→ -8.7%	8.4
CCOc1ccc(NC(=O)C[n+]2ccccc2)cc1
→ -9.6%	10.9
COc1ccc(/C=C/C(=O)NC(=S)NNC(=O)c2cccs2)cc1
→ 34.7%	/
C=CCc1ccc(OCCCCN2CCC(C)CC2)c(OC)c1
→ ?	/
Cc1nc2sc(C(c3ccc(C(C)C)cc3)N3CCN(CCO)CC3)c(O)n2n1 (stereo not given)
→ ?	/
COc1ccc(OC)c(-c2csc(NC(=O)c3ccc(F)cc3)n2)c1
→ ?	/
CCNC(=O)C1(c2ccccc2)CCCC1
→ ?	/
CC(C)C(=O)Nc1c(C(=O)N2CCN(c3ncccn3)CC2)oc2ccccc12
→ i	/
O=c1c(-c2ccc(Cl)cc2)coc2c(CN3CCOCC3)c(O)ccc12
→ ?	/
CN(C)c1ccc(C(=O)NCCCSc2ccccc2)cc1
→ ?	/
O=C(Cn1cnc2c(nnn2Cc2ccc(F)cc2)c1=O)NCc1ccccc1
→ -15.7%	-0.4
COc1ccc(-n2c(=O)c(NC(=O)c3ccccc3)c3n(c2=S)CCCCC3)cc1
→ ?	/
CC1CCN(C(=O)COc2coc(CN3CCc4ccccc43)cc2=O)CC1
→ i	/

Three entries from above, field by field:
CCOc1ccc(NC(=O)C[n+]2ccccc2)cc1
  S3 lipid droplet: -9.6%
  S3 lipid droplet cell count max: 10.9

COc1ccc(/C=C/C(=O)NC(=S)NNC(=O)c2cccs2)cc1
  S3 lipid droplet: 34.7%
  S3 lipid droplet cell count max: /

C=CCc1ccc(OCCCCN2CCC(C)CC2)c(OC)c1
  S3 lipid droplet: ?
  S3 lipid droplet cell count max: /

Going on with the list:
Order of values: S3 lipid droplet	S3 lipid droplet cell count max
COc1ccc(N2CCN(C(=O)CNC(=O)Cc3ccccc3)CC2)cc1
→ ?	/
Cc1onc(C(=O)N2CCOCC2)c1[N+](=O)[O-]
→ 3.0%	4.7
O=c1cc(C(F)(F)F)nc(SCc2cccnc2)[nH]1
→ ?	/
O=C(COC(=O)c1cccc(S(=O)(=O)Nc2ccc(F)cc2)c1)NCCN1C(=O)CSC1=O
→ ?	/
O=C(O)/C=C/C(=O)NNc1ccc([N+](=O)[O-])cc1
→ -3.3%	9.0
CCN(CC)S(=O)(=O)c1ccc(O)c(NC(=O)c2cc(-c3cc(OC)c(OC)c(OC)c3)nc3ccccc23)c1
→ ?	/
O=C(CSc1nnc(-c2ccccc2)o1)N1CCN(c2ccccc2)CC1
→ i	/
O=C(Nc1ccc(Cc2ccncc2)cc1)c1cc(F)c(F)cc1Cl
→ ?	/
Cc1ccc(S(=O)(=O)NCCSCc2ccccc2)cc1
→ 7.2%	-2.0
O=C(Nc1ccc(Br)cc1)N1CCCCC1
→ -7.9%	-4.4
CCOC(=O)N1C2C=C(C)[C@@H]2[C@@H]2CC(=O)N21 (stereo not given in full)
→ 6.6%	10.0
Cn1c(CC(=O)Nc2ccc(Cl)c(Cl)c2)nnc1SCC(=O)NCc1ccccc1
→ -0.3%	7.4
CCOc1ccc(N(CC(=O)Nc2ccc(C)cc2)S(C)(=O)=O)cc1
→ ?	/
CN1C(=O)[C@@H]2[C@@H]3C[C@@H]([C@H]4ON=C(c5ccccc5OCC#N)[C@@H]34)[C@@H]2C1=O
→ -8.4%	0.2
CSc1ccccc1N1CCN(C(=O)Nc2ccc3c(c2)NC(=O)CO3)CC1
→ i	-22.3

Additional results
Order of values: S3 lipid droplet	S3 lipid droplet cell count max
O=C1CSC(c2ccc(F)c(F)c2)N1c1ccccc1F (stereo not given)
→ i	0.7
OC[C@H]1O[C@H](OC[C@H]2OC(O)[C@H](O)[C@@H](O)[C@@H]2O)[C@H](O)[C@@H](O)[C@@H]1O (stereo not given in full)
→ 4.3%	-1.2
Cn1cc(S(=O)(=O)N2CCN(Cc3ccccc3)CC2)c(=O)n(C)c1=O
→ -16.0%	-27.5
COc1cc(/C=N/NC(=O)COc2cc(C)cc(C)c2)ccc1OS(=O)(=O)c1ccc(C)cc1
→ 22.3%	29.1
Cc1cc(C)c(NC(=O)CN2CCC(NC(=O)NC3CCCCC3)CC2)c(C)c1
→ 13.8%	-0.4
O=[N+]([O-])c1ccc(NCCCO)c(C(F)(F)F)c1
→ -9.5%	-14.8
CN(CC(=O)Nc1ccccc1Br)C(=O)c1ccc2c(=O)n3c(nc2c1)CCC3
→ 13.7%	-5.4
COc1ccc(CCNC(=O)c2cc(S(=O)(=O)N(C)C)ccc2N2CCCC2)cc1OC
→ ?	/
CCN(CC)S(=O)(=O)c1ccc(N2CCOCC2)c(NC(=O)C(=O)c2c(-c3ccccc3)cc3ccccn23)c1
→ i	24.8
COc1ccc(Cc2nnc(NC(=O)C3CC(=O)N(c4ccc(OC)cc4)C3)s2)cc1 (stereo not given)
→ ?	/
Cc1ccc(/C=N/N2CCN(Cc3cccc4ccccc34)CC2)o1
→ -9.9%	12.4
O=C1NCCCC1C(=O)NCCN1C(=O)CCC1=O (stereo not given)
→ 0.1%	-2.2
CCOc1ccccc1C(=O)N[C@H](C(=O)OCc1cc([N+](=O)[O-])cc2c1OCOC2)C(C)C
→ -13.3%	6.2
NS(=O)(=O)c1ccc(-c2ccc(/C=C3\C(=O)Nc4cc(Cl)ccc43)o2)cc1
→ -10.6%	-3.5
COc1ccccc1Nc1ccc(C(=O)NCc2cccs2)cn1
→ -14.6%	3.0

More compounds follow:
Order of values: S3 lipid droplet	S3 lipid droplet cell count max
COc1cccc(C(C(=O)NCc2ccco2)N(C(=O)Cn2nnc3ccccc32)C2CC2)c1OC (stereo not given)
→ 10.6%	2.8
CN(Cc1ccc(F)cc1Cl)S(=O)(=O)c1cccs1
→ ?	/
O=C1CCN(Cc2ccccc2)CCN1[C@H](CSc1ccccc1)Cc1ccccc1
→ ?	/
O=C1CSC(c2ccccc2F)N1CCN1CCCCC1 (stereo not given)
→ ?	/
COc1ccc(OC)c(C2NC(=S)NC(C)=C2C(=O)Nc2ccccn2)c1 (stereo not given)
→ 7.7%	15.1
Cc1ccc(-n2c(=O)c3sccc3n(CC(=O)N3CCCC3)c2=O)cc1
→ -4.4%	8.3
Cc1cccc(CC(=O)N2CCN(C(=O)c3ccco3)CC2)c1
→ ?	/
Cc1ccc2oc(Nc3nc(-c4ccccc4)cc(=O)[nH]3)nc2c1
→ ?	/
Cc1cc(=O)c2c(o1)CC(C)(C)CC2=O
→ ?	/
Cc1nc(N)sc1-c1csc(Nc2ccc(Cl)cn2)n1
→ -3.9%	-14.2
COc1ccc(S(=O)(=O)NNC(=O)c2cc3ccccc3o2)cc1
→ 16.6%	8.9
COc1ccc(CCNC(=O)C2CCN(S(=O)(=O)c3cccc4nonc34)CC2)cc1OC
→ 8.3%	1.7
CC1(C(=O)NC(=S)N(Cc2ccccc2)c2ccccn2)CC1(Cl)Cl (stereo not given)
→ 3.0%	18.1

Compound activity from PubChem.
